FEN1 inh: qHTS Assay for the Inhibitors of Human Flap endonuclease 1 (FEN1); 390,000 tested, 0.35% active; Potency, µM (series often up to 114 µM), inactives show at the top dose activity change, negative = inhibition, most hits filed as inhibitors; P39748; Recombinant FEN1 flap cleavage, fluorescence, 15 min; further: nearly all actives have a fitted effect of over 65% in size
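FEN1 at 10 nM, compound pretreatment for 15 min (room temperature), 50 nM final substrate to initiate; endpoint reads at 0 and 15 min; DMSO-only plates used as vehicle background.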
N370S GC mod: qHTS Assay for Inhibitors and Activators of N370S glucocerebrosidase as a Potential Chaperone Treatment of Gaucher Disease. Lysosomal acid glucosylceramidase (Homo sapiens), P04062. N370S GC spleen homogenate, 4MU-glucoside fluorescence. Potency, µM (highest dose often 59.4 µM), inactives show at the top dose activity change, negative = inhibition, actives largely listed as inhibitors. 330,000 tested, 0.092% active. AID 2101, 2009;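 further: 0% = full enzyme activity and -100% = no enzyme basal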
GCN5L2 inh: qHTS Assay for Inhibitors of GCN5L2; 390,000 tested, 0.21% active; Potency, µM (series often up to 58.9 µM), for the others: top-dose activity change, negative = inhibition, hits mostly inhibitors; GCN5L2 HAT assay, ThioGlo1 CoA-SH fluorescence; Histone acetyltransferase KAT2A (Homo sapiens), Q92830; AID 504327, 2011
Target sequence (Q92830 whole entry, looked up): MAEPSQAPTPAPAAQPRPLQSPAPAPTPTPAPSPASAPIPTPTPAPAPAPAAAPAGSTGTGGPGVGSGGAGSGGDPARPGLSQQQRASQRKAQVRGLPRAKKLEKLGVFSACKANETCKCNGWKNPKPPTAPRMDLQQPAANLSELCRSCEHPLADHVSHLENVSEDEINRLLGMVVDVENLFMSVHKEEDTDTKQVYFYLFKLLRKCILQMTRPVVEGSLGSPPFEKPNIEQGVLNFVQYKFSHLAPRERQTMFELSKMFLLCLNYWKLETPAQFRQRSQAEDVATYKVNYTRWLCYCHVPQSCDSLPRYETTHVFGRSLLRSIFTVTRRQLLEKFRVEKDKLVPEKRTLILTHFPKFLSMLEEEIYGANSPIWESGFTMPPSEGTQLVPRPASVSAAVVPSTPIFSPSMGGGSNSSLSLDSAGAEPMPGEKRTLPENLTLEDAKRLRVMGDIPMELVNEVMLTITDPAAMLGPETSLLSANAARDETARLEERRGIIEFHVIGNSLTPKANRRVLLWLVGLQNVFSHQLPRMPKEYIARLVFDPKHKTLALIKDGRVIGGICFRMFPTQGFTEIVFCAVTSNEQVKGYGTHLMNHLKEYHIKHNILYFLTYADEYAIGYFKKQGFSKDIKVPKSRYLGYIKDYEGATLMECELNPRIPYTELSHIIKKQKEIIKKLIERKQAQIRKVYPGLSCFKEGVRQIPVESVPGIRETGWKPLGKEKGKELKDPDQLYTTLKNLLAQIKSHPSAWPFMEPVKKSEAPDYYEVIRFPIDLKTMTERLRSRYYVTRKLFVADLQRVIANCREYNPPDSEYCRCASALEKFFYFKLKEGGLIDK
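ThioGlo1-coupled HAT assay: 20nM GCN5L2, 70uM acetyl-CoA, 75uM H3(1-25) peptide, pH 7.5. Fluorescence read at 340/540nm at start and after 20 min at room temperature.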
An asterisk follows results filed as active; ? = inconclusive; · = not tested or not shown; & = joins results of further samples; [ ] = another dose, or the depositor's remark. The call rests on the fitted dose curve; in most records, active means well fitted curve in the direction sought with a large enough effect; inconclusive means small, poorly fitted or top-dose-only effect, or another doubt; inactive means no such curve, though single readings can be large; an effect the other way counts as inactive or inconclusive. Unless noted, on the % scale 0 is the no-effect control and ±100 the full control effect; potency means the concentration at half of the fitted maximal effect.

SMILES | FEN1 inh | N370S GC mod | GCN5L2 inh
O=C(Cc1c[nH]c2ccccc12)Nc1nccs1 | -6.6% | 8.3% | -4.8%
COc1cccc(-c2n[nH]c3c2CCC3)c1 | -2.8% | 9.2% | -4.7%
CS(=O)(=O)N1CCc2cc(C(=O)NCCc3ccccc3)ccc21 | -2.4% | · | -3.6%
CCOC(=O)c1nnc2ccnn2c1N | -10.0% | 0.4% | -5.4%
Cc1ccnc(NS(=O)(=O)c2ccc(NC(=O)c3ccc([N+](=O)[O-])s3)cc2)n1 | -8.7% | -5.3% | -6.8%
N#CCN1CCN(CC(=O)c2ccc(Br)cc2)CC1 | -1.5% | -6.5% | -4.3%
COc1ccc(CNC(=O)COC(=O)[C@@H]2CCCN2C(=O)c2cccs2)cc1 | 4.8% | · | -4.3%
Cc1cc(C)n2nc(C(=O)N(C)C(c3ccccc3)c3ccccc3)nc2n1 | 5.0% | 4.4% | -5.2%
Cc1cccc(OCc2nc(C#N)c(NCc3ccc4c(c3)OCO4)o2)c1 | -1.4% | 14.8% | -10.1%
Cn1cnc2c1c(=O)n(Cc1cccc(F)c1)c(=O)n2C | -6.4% | -6.2% | 3.1%
COc1cccc(/C=N/Nc2nc3ccccc3[nH]2)c1O | -5.3% | -18.3% | -11.6%
CC(C)c1ccc(NC(=O)NCc2ccccn2)cc1 | -0.3% | -0.6% | -3.3%
Cc1cccc(NC(=O)C2(c3cccs3)CCOCC2)c1 | 8.7% | 0.2% | -4.4%
C=CC(COCc1ccccc1)N([C@@H](Cc1ccccc1)C(=O)OC)S(=O)(=O)c1ccccc1Br (stereo partly drawn) | -24.5%&4.8% | · | -9.6%
COc1ccccc1N(C)S(=O)(=O)c1ccc(C(=O)NC2CCCCCC2)cc1 | 9.1% | 13.1% | -9.1%
COc1ccc(/C=N/NC(=O)Cc2csc(Nc3cccc(C(F)(F)F)c3)n2)c(OC)c1 | -22.6% | 3.7% | -15.7%
Cc1cc(C)cc(N(CCC(=O)Nc2nnc(C3CC3)s2)S(=O)(=O)c2ccc(Cl)cc2)c1 | 7.0% | 17.3% | -3.9%
CCc1cc(=O)n2[nH]c(C)c(-c3ccccc3OC)c2n1 | 11.7% | -1.3% | 2.7%
CC(=O)Nc1ccc(N(C(=O)Cc2c[nH]c3ccccc23)C(C(=O)NC2CCCCC2)c2ccco2)cc1 (stereo not drawn) | -3.0% | -16.7% | -6.2%
CCCSc1nnc(NC(=O)Cc2ccc(OC)c(OC)c2)s1 | -0.8% | 1.1% | -5.9%
COc1cccc(CNC(=O)CCNC(=O)c2ccc(Br)o2)c1 | 18.4% | -3.2% | -6.5%
O=C(O)c1ccc(CS(=O)c2cccc(C(F)(F)F)c2)o1 (stereo not drawn) | -12.2% | 17.1% | -0.5%
CCOc1cc(-c2nnc(SCC(=O)NC3CCCCC3)nc2-c2ccc(OC)c(OCC)c2)ccc1OC | -2.6% | · | 0.5%
COc1ccc(NC(=S)Nc2cccc3cnccc23)cc1 | -14.0% | -5.0% | 0.2%
O=C(CC1C[C@H](C(=O)N2CCOCC2)[C@@]2(CCC3CCCC3)c3[nH]c4ccccc4c3CCN2C1=O)NCC12CC3CC(CC(C3)C1)C2 (stereo partly drawn) | 3.7% | · | 0.3%

As a working copy, some entries already given:
SMILES | FEN1 inh | N370S GC mod | GCN5L2 inh
O=C(Cc1c[nH]c2ccccc12)Nc1nccs1 | -6.6% | 8.3% | -4.8%
COc1cccc(-c2n[nH]c3c2CCC3)c1 | -2.8% | 9.2% | -4.7%
CS(=O)(=O)N1CCc2cc(C(=O)NCCc3ccccc3)ccc21 | -2.4% | · | -3.6%
CCOC(=O)c1nnc2ccnn2c1N | -10.0% | 0.4% | -5.4%

The listing picks up, starting 3 compounds before the break.
SMILES | FEN1 inh | N370S GC mod | GCN5L2 inh
CCOc1cc(-c2nnc(SCC(=O)NC3CCCCC3)nc2-c2ccc(OC)c(OCC)c2)ccc1OC | -2.6% | · | 0.5%
COc1ccc(NC(=S)Nc2cccc3cnccc23)cc1 | -14.0% | -5.0% | 0.2%
O=C(CC1C[C@H](C(=O)N2CCOCC2)[C@@]2(CCC3CCCC3)c3[nH]c4ccccc4c3CCN2C1=O)NCC12CC3CC(CC(C3)C1)C2 (stereo partly drawn) | 3.7% | · | 0.3%
Cc1cc(C(=O)Nc2ccc(OCc3ccccc3)cc2)c(C)o1 | 5.7% | 10.3% | -21.3%
CC(Oc1ncnc2ccccc12)C(=O)Nc1cccc(S(=O)(=O)N2CCOCC2)c1 (stereo not drawn) | 3.9% | -1.9% | -1.6%
CCN(C(=O)COC(=O)c1cc(-c2ccccc2)nc2c1c(C)nn2-c1ccccc1)C1CCS(=O)(=O)C1 (stereo not drawn) | -15.2% | 2.2% | -1.0%
CCC1CSC(Nc2ccc(C(=O)/C=C/c3cccc(C)c3)cc2)=N1 (stereo not drawn) | -5.1% | -19.4% | -13.1%
Cc1ccc(S(=O)(=O)Oc2ccccc2/C=C2\SC(=O)NC2=O)cc1 | -14.8% | 7.1% | -7.0%
CCCN(CC(=O)Nc1ccccc1C)C(=O)CCN1C(=O)c2cccc([N+](=O)[O-])c2C1=O | -2.0% | 5.6% | -0.8%
CCOCCCNC(=O)c1c(NC(=O)Cc2coc3c(C)c(C)ccc23)sc2c1CCC2 | -15.6% | · | 1.6%
CCC1CCCCN1C(=O)CSc1nc2c([nH]c3ccccc32)c(=O)n1-c1ccc(OC)cc1 (stereo not drawn) | -17.7% | · | 1.5%
COc1ccc(NC(=O)COC(=O)c2ccc(NS(=O)(=O)/C=C/c3ccccc3)cc2)cc1 | -4.6% | 5.2% | -8.6%
O=C(COc1c(Br)cc(Br)c2cccnc12)N1CCc2ccccc2C1 | -20.0% | ? | 1.2%
COc1ccccc1N1CCN(C(=O)Nc2ccc(F)c(Cl)c2)CC1 | -9.6% | -17.6% | -5.6%
Nn1c(Cc2cccc3ccccc23)n[nH]c1=S | -10.6% | -1.2% | -11.3%
S=C(Nc1ccccc1Cl)NC1CCC(NC(=S)Nc2ccccc2Cl)CC1 (stereo not drawn) | -2.9% | -0.7% | -7.0%
CC[C@]12c3[nH]c4ccc(OC)cc4c3CCN1C(=O)C(CC(=O)NCCN1CCOCC1)C[C@@H]2C(=O)N1CCN(C(=O)C2CC2)CC1 (stereo partly drawn) | -8.7% | · | -16.4%
Cc1cc(C)nc(-n2nc(C)cc2NC(=O)CN2CCCC(C)C2)n1 (stereo not drawn) | -5.4% | 15.3% | -2.5%
COc1ccc(NS(=O)(=O)c2ccc3oc(=O)c4[nH]c(=O)c(=O)n(C)c4c3c2)cc1 | -10.6% | -11.7% | -9.7%
Cc1ccc(NC(=O)/C(C#N)=C/c2cc(C)n(-c3ccc(F)cc3)c2C)cc1C | -2.4% | · | -2.2%
CC(C)CC(=O)NC(=S)N(Cc1ccccc1)Cc1ccccc1 | 4.8% | ? | -5.1%
CSCCC(=O)N1CCCC(N(C)CCc2ccccc2)C1 (stereo not drawn) | 17.1% | -1.1% | -13.7%
N#Cc1c(Cl)c(Cl)c2nnc(-c3ccc(Br)cc3)n2c1Cl | · | 0.3% | ?
CCn1c(C)c2c(C)nnc(C)c2c1C | 5.9% | 0.6% | 0.2%
O=C(Nc1ccccc1)c1ccn[nH]1 | -5.6% | -24.3% | -3.8%
CCOC(=O)c1cc(NC(=O)c2ccccc2)c(=O)n2c1oc1ccc(Cl)cc12 | 35.4%[activator] | · | 13.7%
O=C1/C(=C\c2ccc(O)c(O)c2)C(c2ccccc2)=NN1c1ccccc1 | -14.0% | 4.3% | 0.7%
O=C(NCc1cccnc1)c1cc(-c2ccco2)on1 | -11.2% | 16.6% | 0.8%

The closing five entries of the part before lead into the next:
SMILES | FEN1 inh | N370S GC mod | GCN5L2 inh
CCn1c(C)c2c(C)nnc(C)c2c1C | 5.9% | 0.6% | 0.2%
O=C(Nc1ccccc1)c1ccn[nH]1 | -5.6% | -24.3% | -3.8%
CCOC(=O)c1cc(NC(=O)c2ccccc2)c(=O)n2c1oc1ccc(Cl)cc12 | 35.4%[activator] | · | 13.7%
O=C1/C(=C\c2ccc(O)c(O)c2)C(c2ccccc2)=NN1c1ccccc1 | -14.0% | 4.3% | 0.7%
O=C(NCc1cccnc1)c1cc(-c2ccco2)on1 | -11.2% | 16.6% | 0.8%
COc1ccccc1C1C(C(=O)c2ccc(C)o2)=C(O)C(=O)N1c1cc(C)on1 (stereo not drawn) | 12.6% | -9.8% | -1.2%
CC(=O)OC1CCC2(C)C(COc3ccc4ccc(=O)oc4c3)C(C)(O)CCC2C1(C)C (stereo not drawn) | 3.6% | -0.6% | -9.2%
CC(C)(C)C(=O)NC1CC2CCCC(C1)N2C(=O)Nc1ccccc1 (stereo not drawn) | -0.5% | -3.5% | -14.7%
COc1ccc(CNC(=O)c2ccccc2SCC(=O)N2CCCC2)cc1OC | -8.2% | -9.4% | -13.0%
Clc1ccccn1 | 8.5% | 5.9% | -0.9%
COc1cccc(NC(=O)CN(C)C(=O)c2ccc3c(c2)CC(c2ccccc2)OC3=O)c1 (stereo not drawn) | -21.4% | · | -13.9%
CCOc1ccc2nc(NC(=O)CS(=O)(=O)c3ccc(Cl)cc3)sc2c1 | -13.4% | · | -6.7%
COCCn1c(C)cc(C2=NNC(=Nc3ccccc3F)SC2)c1C | 6.5% | -4.1% | -2.1%
Cn1c(=O)c2cc(S(=O)(=O)NC(C(=O)NCc3ccccn3)c3ccccc3)ccc2n(C)c1=O (stereo not drawn) | -4.2% | 1.6% | -1.4%
O=C(O)c1ccccc1C(=O)NNc1ccc(F)cc1F | -6.2% | 9.1% | -1.2%
Cc1ccccc1C(=O)OC1OC(=O)C(Cl)=C1N1CCOCC1 (stereo not drawn) | 7.3% | 7.4% | -5.5%
N[C@@H](Cn1cc(I)c(=O)n(Cc2ccc(C(=O)O)cc2)c1=O)C(=O)O | · | -13.8% | -6.2%
Cc1ccc(C)c(OCC(=O)Nc2ccc(S(=O)(=O)Nc3ccccn3)cc2)c1 | 0.6% | -0.2% | -1.9%
COc1ccccc1NC(=O)Cn1cnc2sc(C(=O)Nc3cc(OC)c(OC)c(OC)c3)c(C)c2c1=O | -2.8% | 1.0% | -6.2%
O=C(c1ccc(Cl)c(Cl)c1)N(Cc1ccco1)c1ccc(O)cc1 | -17.4% | -2.0% | -4.4%
Cc1cccc(C(=O)NCCc2ccccc2)c1 | 2.5% | -2.9% | 27.9%
CCCNS(=O)(=O)c1ccc(OC)c(Cl)c1Cl | -14.3% | 2.6% | -12.3%
Cc1nn(C)cc1CNC(=O)c1ccccc1Br | 11.9% | -19.7% | -4.6%
Cc1ccc2c(c1)CCCN2C(=O)c1cc2ccccc2oc1=O | -0.7% | 7.9% | -5.9%
NC(=O)C1=C[C@@H](C2CCCCC2)C[C@@H](OCCCCO)O1 | -2.0% | -4.2% | 6.7%
COCCCn1c(SCc2nnc(-c3ccc(OC)c(OC)c3)o2)nc2ccccc2c1=O | ? | 20.4% | -6.5%
CN1CCN(C(=O)c2ccc(Oc3ccc([N+](=O)[O-])cc3)cc2)CC1 | -4.6% | 1.3% | -2.9%
O=C(NCc1ccc(Cl)cc1)C1CCCN(c2cnccn2)C1 (stereo not drawn) | 2.7% | -7.1% | -6.3%
CC(NCc1cc(Br)ccc1OCC(=O)NCc1ccccc1)c1ccccc1 (stereo not drawn) | -17.8% | 2.4% | 1.3%
COc1cc(COCC(O)CN2CCN(Cc3ccccc3)CC2)cc(OC)c1OC (stereo not drawn) | 1.5% | 20.3% | -8.4%
CCN(CC)CCCN1C(=O)CSC1c1ccc([N+](=O)[O-])cc1 (stereo not drawn) | 0.1% | 1.4% | 3.1%
COc1cccc(NC(=O)CN2C(=O)CSc3ccc(S(=O)(=O)N4CCCCC4)cc32)c1 | -20.4% | -9.7% | -7.5%
O=C1CCN(S(=O)(=O)c2cc(C(F)(F)F)ccc2Cl)CC1 | -2.5% | · | -4.3%

Compound profiles (already shown). Order of screens: FEN1 inh	N370S GC mod	GCN5L2 inh
NC(=O)C1=C[C@@H](C2CCCCC2)C[C@@H](OCCCCO)O1 in the list: -2.0%	-4.2%	6.7%
CN1CCN(C(=O)c2ccc(Oc3ccc([N+](=O)[O-])cc3)cc2)CC1 in the list: -4.6%	1.3%	-2.9%

Source: PubChem BioAssay
